OX1R antag – antagonists of human orexin 1 receptor (OX1R); inhibition, % at 6.6 µM; Orexin/Hypocretin receptor type 1 (Homo sapiens), O43613; 330,000 tested, 1.8% active; OX1R-expressing cells, FRET antagonist read-out; in the data active = inhibition mostly above about 38%, no sharp cut-off; inactive = mostly below about 40%;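 also: 0% = agonist challenge alone and 100% = reference antagonist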
KCNQ2 block – KCNQ2 potassium channel inhibitors, primary screen, cell-based, CHO-K1, FluxOR thallium flux, B-score (AID 2156) | 20 min; active compounds read low | B-score at 10 µM | 310,000 tested, 1.1% active;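 active = fluorescence ratio B-score at most minus 3 library SDs, with starting brightness B-score within 2 library SDs, cut at about -5.5 in these data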
Target sequence (O88943 whole entry, looked up): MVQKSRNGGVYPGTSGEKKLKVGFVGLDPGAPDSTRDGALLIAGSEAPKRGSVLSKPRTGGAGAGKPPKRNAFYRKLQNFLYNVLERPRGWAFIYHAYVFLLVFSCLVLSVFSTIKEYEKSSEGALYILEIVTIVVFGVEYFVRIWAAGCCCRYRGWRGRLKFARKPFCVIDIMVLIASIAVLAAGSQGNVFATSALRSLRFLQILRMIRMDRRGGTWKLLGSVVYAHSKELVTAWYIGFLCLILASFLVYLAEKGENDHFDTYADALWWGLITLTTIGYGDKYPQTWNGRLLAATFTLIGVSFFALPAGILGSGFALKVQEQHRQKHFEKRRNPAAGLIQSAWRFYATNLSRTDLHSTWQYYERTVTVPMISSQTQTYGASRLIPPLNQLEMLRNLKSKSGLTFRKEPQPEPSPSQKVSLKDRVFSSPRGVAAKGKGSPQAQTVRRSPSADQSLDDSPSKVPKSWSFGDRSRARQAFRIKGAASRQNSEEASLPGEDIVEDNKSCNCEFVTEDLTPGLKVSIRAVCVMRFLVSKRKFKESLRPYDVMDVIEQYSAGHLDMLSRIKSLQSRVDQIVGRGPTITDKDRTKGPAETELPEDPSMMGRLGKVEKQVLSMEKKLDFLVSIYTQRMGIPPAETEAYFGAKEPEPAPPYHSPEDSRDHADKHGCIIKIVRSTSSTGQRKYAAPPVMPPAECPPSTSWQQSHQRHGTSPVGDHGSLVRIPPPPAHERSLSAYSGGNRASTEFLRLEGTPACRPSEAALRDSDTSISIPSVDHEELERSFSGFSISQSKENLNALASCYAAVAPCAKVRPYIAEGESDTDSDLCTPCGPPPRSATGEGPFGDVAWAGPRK
STK33 inh – inhibitors of purified STK33 kinase, primary screen, biochemical, ADP-Glo luminescence, homogeneous, cell-free | AID 2661, 2010 | Serine/threonine-protein kinase 33 (Homo sapiens), Q9BYT3 | inhibition, % at 10 µM | 320,000 tested, 0.073% active | MBP phosphorylation;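 active = inhibition at or above 25%, using the most active replicate where run in duplicate; inactive = inhibition below 25%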
* hit, by the source's call; i = inactive; x = no result given. Rows were taken by chance; 2.7% or so of the library scored in one or more.

SMILES	OX1R antag	KCNQ2 block	STK33 inh
CC(=O)CSc1nnc(-c2ccc3c(c2)OCO3)o1	5	i	0.3
Cc1cccc(-n2c(SCC(=O)N3CCN(c4ccccn4)CC3)nnc2N2CCOCC2)c1	6	x	0.4
O=C(NCc1cccnc1)c1ccccc1[N+](=O)[O-]	23	i	0.3
CCOC(=O)c1c(NC(=O)c2cccs2)sc2c1CCCC2	14	i	-0.7
Cc1cccc(NC(=O)c2nc[nH]c2C(=O)NCCCNC(=O)c2[nH]cnc2C(=O)Nc2cccc(C)c2)c1	2	x	0.5
CN(C)c1ccc(C(C(=O)NCC2CCCO2)N(Cc2ccccc2)C(=O)c2snc(C(N)=O)c2N)cc1 (stereo not given)	16	i	-0.9
O=C(COC(=O)Cc1cccc(C(F)(F)F)c1)Nc1cccc2ccccc12	-2	i	-1.0
CCCCn1c(=O)[nH]c2c(oc3ccccc32)c1=O	2	i	-0.7
CN(C)c1ccc(CN(C(=O)COc2ccccc2)C2CCS(=O)(=O)C2)cc1 (stereo not given)	2	i	-0.5
CC(C)CCn1c(Cl)nc2c1c(=O)n(C)c(=O)n2C	8	i	-0.1
Nc1c(-c2ccccc2)c(CN2CCOCC2)nn1-c1ccc(C(=O)O)cc1	-2	i	1.8
O=C(NCCC1CCCCN1S(=O)(=O)c1ccccc1)C(=O)Nc1ccccc1 (stereo not given)	16	i	0.4

Record cards, from the list above. Values in the order: OX1R antag	KCNQ2 block	STK33 inh
Listed for O=C(NCCC1CCCCN1S(=O)(=O)c1ccccc1)C(=O)Nc1ccccc1 (stereo not given) : 16	i	0.4
Listed for CN(C)c1ccc(CN(C(=O)COc2ccccc2)C2CCS(=O)(=O)C2)cc1 (stereo not given) : 2	i	-0.5
Listed for Cc1cccc(NC(=O)c2nc[nH]c2C(=O)NCCCNC(=O)c2[nH]cnc2C(=O)Nc2cccc(C)c2)c1 : 2	x	0.5
Listed for Nc1c(-c2ccccc2)c(CN2CCOCC2)nn1-c1ccc(C(=O)O)cc1 : -2	i	1.8
Listed for CC(=O)CSc1nnc(-c2ccc3c(c2)OCO3)o1 : 5	i	0.3

(next part)
SMILES	OX1R antag	KCNQ2 block	STK33 inh
Cc1nn(Cc2c(Cl)cccc2Cl)c(C)c1NC(=O)/C=C/c1cnn(C)c1C	56*	i	-0.5
O=C(Nc1ccc(OC(F)(F)F)cc1)c1ccc2nc[nH]c2c1	-1	i	-0.4
O=C1CNC(=O)/C(=C\c2ccc(F)cc2)N1	-6	i	0.0
Cc1[nH]c2ccccc2c1/C=N/NC(=O)c1ccccc1	8	i	-1.0
O=C(NCC1CCCO1)c1ccc2c(c1)S(=O)(=O)c1ccccc1C2=O (stereo not given)	81*	i	-0.2
Cc1cc(C)cc(C(=O)N2CCN=C2c2ccccc2)c1	11	i	x
CCCS(=O)(=O)c1nc(S(=O)(=O)c2ccc(C)cc2)c(N2CCOCC2)s1	30	i	1.4
CCCCN(CC)C(=O)c1oc2ccc(S(=O)(=O)N3CCCC3)cc2c1C	4	i	-2.4
CC(C)CC(c1nnnn1Cc1ccc2c(c1)OCO2)N1CCC(C(N)=O)CC1 (stereo not given)	15	i	-0.7
O=C(CCc1c[nH]c2ccccc12)NN1C(=O)NC2(CCCCC2)C1=O	19	x	-0.2
CCN(CC(=O)NCc1cccs1)C(=O)c1ccc(-c2cccc(C(F)(F)F)c2)o1	13	-7.6*	-1.1
CCn1cc(/C=N\NC(=O)COc2cccc(C)c2C)c(C)n1	3	i	-0.5
CCc1ccc(N(CC(=O)NCc2ccc(F)cc2)C(=O)c2csnn2)cc1	23	i	x
COc1ccc(NC(=O)NNC(=O)c2ccc3ccccc3c2O)c(OC)c1	10	i	-1.0
CSc1c(CC(=O)Nc2ccccc2)n(Cc2ccccc2)c2ccccc12	21	i	-0.9
CCC(C)NC(=O)c1ccccc1NC(=O)CN(c1cc(C)ccc1OC)S(C)(=O)=O (stereo not given)	33	i	0.8
OC(COCC1COc2ccccc2O1)CN1CCN(c2ccccn2)CC1 (stereo not given)	6	i	-1.6
CCOC(=O)C1=C(N)n2c(s/c(=C\c3cccnc3)c2=O)=C(C(=O)OC)C1c1cccnc1 (stereo not given)	35	i	-3.2
O=C(CSc1ccc2ccccc2c1)Nc1ncccn1	11	i	-2.0
Nc1ccc2nc(CCc3ccccc3)[nH]c2c1	21	i	1.6
O=S(=O)(Nc1cccc(-n2cnnn2)c1)c1ccc(Cl)cc1	1	i	-0.5
O=C(O)c1ccccc1/C=N/NC(=S)NCc1ccccc1	14	i	-1.7
O=C(CN1CCOCC1)N1c2ccccc2Sc2ccccc21	-2	i	-1.4
COc1ccc(Cn2nnc3c(C)n[nH]c(=O)c32)cc1	-2	i	0.8

Marked active in KCNQ2 block, among the entries above:
SMILES	OX1R antag	KCNQ2 block	STK33 inh
CCN(CC(=O)NCc1cccs1)C(=O)c1ccc(-c2cccc(C(F)(F)F)c2)o1	13	-7.6*	-1.1

Remaining list, next part
SMILES	OX1R antag	KCNQ2 block	STK33 inh
O=C(NCCc1ccc(Cl)cc1)C1CCN(S(=O)(=O)N2CCCC2)CC1	36	i	-0.6
CC1CC(C)(C)NC(=S)N1CCCC(=O)Nc1ccc(F)c(F)c1 (stereo not given)	38	i	0.5
Cn1nccc1NC(=O)Nc1cccc([N+](=O)[O-])c1	18	i	-2.1
Cc1ccc(C(=O)NCC(=O)Nc2ccc(S(=O)(=O)Nc3cc(C)nc(C)n3)cc2)cc1	1	x	-0.4
COc1cccc(-n2c(C)n[nH]c2=O)c1	6	i	-0.9
CCOC(=O)N1CCC(NC(=O)c2cc(C(=O)Nc3ccc(OC)c(OC)c3)ccc2CO)CC1	39	i	0.7
CCCCCOc1ccc(/C=c2\sc3nc(=O)c(-c4ccccc4)nn3c2=O)cc1OC	34	i	1.2
COc1ccc(CCC(=O)OCC(=O)Nc2sccc2C(N)=O)cc1	11	x	-1.4
COc1cc2c(cc1OC)C(C(=O)NCCN(C)C)C(c1cccs1)N(C)C2=O (stereo not given)	12	i	-0.1
O=C(Nc1ccccc1C(F)(F)F)N1CCN(c2ccc3nnc(-c4ccc(F)cc4)n3n2)CC1	15	i	x
COc1cccc(-c2ncc3ccccc3c2COC(=O)N2CCOCC2)c1	12	x	-1.7
CCC(Oc1ccccc1)C(=O)O/N=C(\N)c1ccc(OC)c(OC)c1 (stereo not given)	16	i	-0.6
Cc1ccc(C2C3=C(CCCC3=O)Nc3nc(SCC(=O)NCc4ccco4)[nH]c(=O)c32)cc1 (stereo not given)	6	i	-0.8
O=C(CN1C(=O)/C(=C/c2ccccc2Cl)SC1=S)NC1C=CS(=O)(=O)C1 (stereo not given)	13	i	-1.6
O=C(Nc1ccccc1C(=O)N1CCOCC1)C1CCC(=O)N1C1CCCC1 (stereo not given)	2	i	-1.8
COc1ccc(OC)c(S(=O)(=O)N2CCC(C(=O)N3CCCCCC3)CC2)c1	18	i	0.5
COc1ccc2cc3cc(C(=O)Nc4cc(OC)c(OC)c(OC)c4)oc3nc2c1	45	i	1.1
COc1ccc(C(CCN(Cc2ccc(OC)c(OC)c2)C(C)=O)c2ccccc2)cc1 (stereo not given)	22	i	-3.3
COC(=O)c1onc(-c2c(C)cc(C)cc2C)c1C(=O)OC	25	i	-0.8
CCCN1C2CCCC1CC(NC(=S)Nc1cc(C)ccc1C)C2 (stereo not given)	11	i	0.1
CC(C)(C)C(=O)OCc1nc(-c2ccc3c(c2)OCCO3)cs1	1	i	1.2
Cc1cc(C)cc(NC(=O)c2cccn2-c2ncc(C(F)(F)F)cc2Cl)c1	10	-7.2*	-0.3
CC(C)Cn1c(N)c(C(=O)COC(=O)c2cc(C(F)(F)F)nc3c(C(F)(F)F)cccc23)c(=O)n(C)c1=O	10	i	0.2
O=S(=O)(NCc1cccnc1)c1ccc(Cl)s1	16	i	-3.4
N#Cc1cc(Nc2c(N)nc[nH]c2=O)c([N+](=O)[O-])cc1C#N	48*	i	-1.2
Cc1ccc(S(=O)(=O)NCCNC(=O)CN2CCCC2)cc1	15	i	0.0
CN(C(=S)Nc1ccc(SC(F)F)cc1)C(c1ccccc1)c1ccccc1	0	i	-0.2
COc1cccc(-c2nc3ccc([N+](=O)[O-])cc3o2)c1	28	i	-0.6
Cc1cc2occ(CC(=O)N(CCC(C)C)c3c(N)n(Cc4ccccc4)c(=O)[nH]c3=O)c2cc1C	18	i	7.8
CSc1sc(C)cc1C1C(C#N)=C(N)N(c2cccnc2)C2=C1C(=O)CCC2 (stereo not given)	0	i	-1.3
Cc1ccc(S(=O)(=O)N2CCN(Cc3nc4ccccc4[nH]3)CC2)cc1C	11	i	-1.8
Cc1ccc(C2C3CN(C(C)C)CC=C3C(C#N)=C(N)C2(C#N)C#N)cc1 (stereo not given)	36	i	0.2
C=CC(C)(C)c1[nH]cnc1/C=C1\NC(=O)C(C(C)C)NC1=O (stereo not given)	9	i	-0.7
O=c1[nH]c(C2CCN(S(=O)(=O)c3ccc(S(=O)(=O)NC4CC4)cc3)CC2)nc2c1nnn2Cc1ccc(F)cc1	10	i	0.1
COc1ccc2c(c1)OC(O)(C(F)F)CC2=O (stereo not given)	8	i	-1.3
Cc1ccc(-n2nnc3c(=O)n(CC(=O)NCc4ccco4)cnc32)cc1	8	i	-0.5
COc1ccc(N2CC(C(=O)N(CC(C)C)c3c(N)n(Cc4ccccc4)c(=O)[nH]c3=O)CC2=O)c(OC)c1 (stereo not given)	9	i	-0.8
O=C(CCS(=O)(=O)Cc1ccccc1)Nc1ccc2c(c1)OCCO2	-2	i	-1.7
C/C(=C\c1ccco1)CN1CCN(Cc2ccc(C)o2)C(CCO)C1 (stereo not given)	8	i	-1.3
Cc1cccc(NC(=S)NN2CCOCC2)c1C	5	i	-1.0
CCOc1ccc(C2=Nc3ccc(Br)cc3C(c3ccc(N4CCOCC4)cc3)=NN2)cc1	16	i	-0.1
Brc1ccc(-c2nn3c(Cc4ccccc4)nnc3s2)o1	-2	i	0.2
O=C(CSc1nnc(-c2ccccc2F)o1)Nc1ccc(N2CCOCC2)cc1	1	x	-0.8
COc1ccc(S(=O)(=O)c2c(O)cc(C)c(NS(=O)(=O)c3ccccc3)c2C)cc1	30	i	0.7
Cc1ccc(S(=O)(=O)NCC2COc3ccccc3O2)cc1 (stereo not given)	11	i	-0.7
COc1ccccc1OCCOc1ccc(/C=C2\C(=N)N3N=C(C)SC3=NC2=O)cc1	9	i	-1.6
O=c1ccccn1CCOc1ccc(Cl)cc1	-3	i	-1.0
Nc1nnc(SCC(=O)NCCOc2ccccc2)s1	24	i	-0.7
CN(CC1COCCO1)C(=O)c1cc(COc2c(F)cccc2F)on1 (stereo not given)	27	i	-0.6
COc1ccc(C(=O)Nc2cccc(C(C)=O)c2)c(OC)c1OC	11	i	-0.4
Cc1c(C(=O)O)sc2nc3n(c(=O)c12)CCCCC3	17	i	-3.2
O=C(Nc1ccc(C(=O)OC[C@@H]2CCCN3CCCC[C@H]23)cc1)c1cccc(Br)c1	-2	i	0.7
O=C(CNC(=O)c1cccs1)c1ccc(Br)cc1	6	i	1.1
Cn1c(N)c(N2CCCCC2)c(=O)n(CC(=O)Nc2ccc(Cl)c(Cl)c2)c1=O	1	i	-0.5
Cc1cc(-c2ccccc2)nc2cc(C(=O)N(Cc3ccccc3)Cc3ccccc3)nn12	44	-7.2*	1.2
COc1ccc(C(=O)Nc2ccc(NC(=O)c3cccs3)cn2)cc1	19	i	-0.7
COCCNC(=O)C(NC(=O)C1CCC(C)CC1)C(C)C (stereo not given)	1	i	-1.7
O=C(CSc1nnc(NC(=O)c2cccc(Br)c2)s1)NCC1CCCO1 (stereo not given)	12	i	-0.6
Cc1nc(C)c(-c2ccc(SCC(=O)Nc3ccc(F)cc3F)nn2)s1	8	i	-0.6
Cc1ccc(-n2[nH]c(C)c(/C=N/NC(=O)c3ccc(O)cc3O)c2=O)cc1	38*	i	0.0

Further compounds:
SMILES	OX1R antag	KCNQ2 block	STK33 inh
O=C(C1CCCN(Cc2ccc(Cl)cc2)C1)N1CCCCC1 (stereo not given)	4	i	0.2
COc1ccc(CNC(=O)C2CCCN(S(=O)(=O)c3c(C)nn(C)c3C)C2)cc1 (stereo not given)	11	i	2.1
O=C(COc1ccccc1)NC1CCS(=O)(=O)C1 (stereo not given)	23	i	-0.9
O=C(Nc1ccc(F)c(Cl)c1)C1CCN(c2ncnc3c2nc2n3CCCCC2)CC1	5	i	-1.3
Cc1ccc2cc(COC(=O)c3cccc([N+](=O)[O-])c3)c(=O)[nH]c2c1	4	i	0.6
CCOC(=O)c1[nH]c2ccccc2c1NC(=S)Nc1cccc(C)c1C	10	i	-0.4
O=C(NNC(=S)NCC1CCCO1)c1ccc(S(=O)(=O)N2CCOCC2)cc1 (stereo not given)	-2	i	-0.7
COc1ccc(-n2c(-c3ccc(Br)cc3)c[n+]3c2SC(C)C3)cc1 (stereo not given)	5	i	0.9
CCOC(=O)c1cc(-c2ccccc2)n(CCC(=O)NC(C)CC)c1C (stereo not given)	9	i	-1.1
COc1ccc(CNC(=O)C/C(C)=N/NC(=O)COc2cccc(C)c2)cc1	22	i	-1.1

In another format: entries from further up.
COc1ccc(CNC(=O)C2CCCN(S(=O)(=O)c3c(C)nn(C)c3C)C2)cc1 (stereo not given)
  OX1R antag: 11	KCNQ2 block: i	STK33 inh: 2.1
O=C(COc1ccccc1)NC1CCS(=O)(=O)C1 (stereo not given)
  OX1R antag: 23	KCNQ2 block: i	STK33 inh: -0.9
O=C(Nc1ccc(F)c(Cl)c1)C1CCN(c2ncnc3c2nc2n3CCCCC2)CC1
  OX1R antag: 5	KCNQ2 block: i	STK33 inh: -1.3
Cc1ccc2cc(COC(=O)c3cccc([N+](=O)[O-])c3)c(=O)[nH]c2c1
  OX1R antag: 4	KCNQ2 block: i	STK33 inh: 0.6

Bioassay records (PubChem BioAssay)
